RNase H inhibition = RNase H inhibition, HIV 1 Gag Pol polyprotein, FRET biochemical assay, screening (AID 372); HIV-1 RT RNase H, FRET RNA/DNA substrate fluorescence; higher % means a stronger effect; 0.77% of 100,000 active; one-dose inhibition, % at 10 µM; IC50 in µM for titrated hits; in the data active = inhibition above about 50%
* marks the source's active call; other numbers are inactive results. These rows are one share of the data; the hit share may differ from the screen's.

SMILES | RNase H inhibition
CSCCC(NC(=O)C(Cc1ccccc1)NC(C)=O)C(=O)O (stereo unspecified) | 9%
CCOc1ccc(NC(=O)c2ccc(C(C)=O)cc2)c([N+](=O)[O-])c1 | 1%
COc1ccc(C(=O)N=Nc2c(O)n(CN3CCN(C)CC3)c3ccc(Br)cc23)cc1 | 5%
CCOc1ccc(N2C(=O)/C(=C/c3ccc(N(CC)CC)o3)C(=O)NC2=S)cc1 | 21%
Cc1cc2nc(-c3ccc(C)c(NC(=O)c4ccco4)c3)oc2cc1C | 9%
COCn1nc(-c2ccccc2)oc1=S | 15%
COc1cc(C=C2C(=O)NC(=S)NC2=O)cc(Cl)c1OCCOc1ccccc1C | 12%
CCN(CC)CCCCOc1ccccc1 | 3%
OCCNCCCCCCOc1ccc(F)cc1 | 1%
CCOc1ccc(N2C(=O)NC(=O)/C(=C\c3cccn3-c3ccc(Cl)cc3)C2=O)cc1 | 42%
Fc1ccc(NCc2ccc(OCc3ccccc3)cc2)cc1Cl | 3%
COc1ccccc1N1CCN(Cc2cc(OC)c(O)c([N+](=O)[O-])c2)CC1 | 0%
CCOc1ccc(N(CC(=O)Nc2ccccc2Br)S(=O)(=O)c2ccc(C)cc2)cc1 | 16%
COc1ccc(NC(=S)NC(=O)c2ccccc2)cc1OC | 15%
COc1ccc(-c2csc(/C(C#N)=C/c3cccs3)n2)cc1 | 33%
c1ccc(Cn2c(-c3ccco3)nc3ccccc32)cc1 | 24%
Cc1ccc(Nc2ccc3nonc3c2[N+](=O)[O-])cc1 | 11%
CC(=O)N1CC(=O)N(O)C1c1ccc(Cl)cc1Cl (stereo unspecified) | 3%
CCOC(=O)c1cnn2c(C(F)(F)F)cc(-c3ccc(OC)c(OC)c3)nc12 | 10%
C=CCSc1nc2c(c(=O)n1-c1ccccc1)C1(CCCC1)Cc1ccccc1-2 | 14%
COc1ccccc1N1CCN(S(=O)(=O)c2c(C)cc(C)cc2C)CC1 | 13%
CCCCNc1ccc2c3c(cc(=O)n2C)-c2ccccc2C(=O)c13 | 8%
O=C(c1ccc(Cl)c(Cl)c1)c1ccc(N2CCOCC2)c([N+](=O)[O-])c1 | 54%*
COc1ccc(CN2CCN(Cc3ccc(Br)cc3)CC2)c2ccccc12 | 14%
COc1ccc(-n2c(O)c(C=NCc3ccc(F)cc3)c(=O)[nH]c2=O)cc1 | 3%
Cc1ccc(Nc2nc(-c3ccc(S(=O)(=O)N4CCOCC4)cc3)cs2)cc1Cl | 44%
Cc1ccc(CN2CCN(N=Cc3cccc(OCc4ccccc4)c3)CC2)c(C)c1 | 14%
COc1cccc(N2C(=O)NC(=O)/C(=C/c3ccc(O)c(OC)c3)C2=O)c1 | 15%
CCOc1ccccc1C1C(C(=O)OCCOc2ccccc2)=C(C)NC2=C1C(=O)CC(c1ccc(Cl)cc1)C2 (stereo unspecified) | 16%
CCC(=O)N1c2ccccc2C(Nc2ccccc2)CC1C (stereo unspecified) | 9%
CCOc1ccccc1OCCOCCOc1ccc(C(=O)O)cc1 | 6%
CCOc1ccc(C=NNC(=O)c2ncn[nH]2)cc1O | 15%
CCOc1cc(C(=O)Nc2ccc(OC)cc2OC)cc(OCC)c1OCC | 0%
COC(=O)c1c(NC(=O)c2cccc(F)c2)sc2c1CCCCC2 | 7%
COc1cc(OC)cc(C(=O)Nc2ccc3oc(-c4ccc(I)cc4)nc3c2)c1 | 16%
COc1ccc(/C=C2\SC(=S)N(c3cccc(F)c3)C2=O)c(OC)c1 | 14%
Cc1ccccc1N1C(=O)/C(=C\c2cccs2)SC1=S | 18%
Nc1nnc(SCc2ccccc2[N+](=O)[O-])s1 | 1%
COc1ccc(/C=c2\sc3n(c2=O)C(c2ccc(OC)cc2)C(C(=O)OC(C)C)=C(C)N=3)cc1 (stereo unspecified) | 2%
COc1cccc(-c2nnc(NC(=O)Nc3ccc(Cl)c(Cl)c3)s2)c1 | 20%

Part of the list above in another layout:
mol	RNase H inhibition
COC(=O)c1c(NC(=O)c2cccc(F)c2)sc2c1CCCCC2	7%
COc1cc(OC)cc(C(=O)Nc2ccc3oc(-c4ccc(I)cc4)nc3c2)c1	16%
COc1ccc(/C=C2\SC(=S)N(c3cccc(F)c3)C2=O)c(OC)c1	14%
Cc1ccccc1N1C(=O)/C(=C\c2cccs2)SC1=S	18%

(cont.)
SMILES | RNase H inhibition
Cc1ccc2nc(NC(=S)NC(=O)c3ccc(C)c(C)c3)sc2c1 | 3%
CC1=C(C#Cc2ccccc2)c2ccccc2OC1(c1ccccc1)N1CCCCC1 (stereo unspecified) | 9%
Cc1ccc(CNC(=O)c2ccc([N+](=O)[O-])cc2Cl)cc1 | 5%
Cc1cc(C(=O)NCc2ccc(C(=O)O)o2)c(C)o1 | 4%
O=C(Cc1ccc(Cl)cc1)NC(=S)Nc1cccc([N+](=O)[O-])c1 | 13%
O=C(Nc1ccccn1)Nc1ccc(F)cc1F | 9%
CC1(C)CC(NC(=O)c2cccc([N+](=O)[O-])c2)CC(C)(C)N1 | 9%
Cc1c(C(=O)NC2CCSC2=O)cccc1[N+](=O)[O-] (stereo unspecified) | 3%
Cc1cccnc1/N=C/c1c(O)ccc2ccccc12 | 29%
CCN(CC)c1ccc(C(=O)Nc2ccc(Cl)cc2Cl)cc1 | 15%
O=C1c2ccccc2-c2c1c(-c1ccc3c(c1)OCO3)nc1ccc3ccccc3c21 | 10%
Cn1cc(Cl)c(C(=O)OCC(=O)Nc2ccccc2)n1 | 0%
COc1ccc(C(=O)Nc2ccc(-c3nc4cc(C)cc(C)c4o3)cc2)cc1Br | 7%
C=CCSc1nc2c(cc1C#N)CCC2 | 0%
CCOC(=O)COc1ccc(/C=N/N(C)c2ccccc2)cc1OC | 5%
N=C1/C(=C/c2ccc3c(c2)OCO3)C(=O)N=C2SC(c3ccccc3)=NN12 | 15%
NC(=O)c1cc(NC(=O)C(c2ccccc2)c2ccccc2)c(Cl)cc1Cl | 11%
COc1cc(/C=N/NC(=O)c2ccccn2)ccc1OC(=O)c1ccccc1Br | 0%
CCOc1ccc(NC(=O)c2c(NC(=O)CCC(=O)O)sc3c2CCC(C)C3)cc1 (stereo unspecified) | 16%
COC(=O)C1=C(C)NC2=C(C(=O)CC(c3ccccc3Cl)C2)C1c1cccc([N+](=O)[O-])c1 (stereo unspecified) | 28%
C=CCc1ccc(OCCCCOc2ccc3ccccc3c2)c(OC)c1 | 17%
COc1ccc(/C=C/c2nc3ccccc3c(=O)[nH]2)cc1 | 2%
Oc1ccc(C=Nc2ccc(Cl)c(Cl)c2)c(O)c1 | 12%
COc1ccc(/C=C(/NC(=O)c2ccccc2)C(=O)Nc2cccc(C(C)=O)c2)cc1OC | 20%
CC1CC(C)(C)NCCNC(C)CC(C)(C)NCCN1 (stereo unspecified) | 6%
CC(NC(=O)C(O)CN1CCOCC1)C1COc2ccccc2O1 (stereo unspecified) | 14%
CCC(=O)Nc1ccccc1C(=O)N1CCN(Cc2ccccc2)CC1 | 6%
NC(=O)OC(c1ccccc1[N+](=O)[O-])P(=O)(c1ccccc1)c1ccccc1 (stereo unspecified) | 6%
NC(=O)c1sc2cc([N+](=O)[O-])ccc2c1Cl | 15%
Cc1ccc(CCSc2ccc(F)cc2)cn1 | 1%

A portion from the list above, for reference:
SMILES | RNase H inhibition
C=CCc1ccc(OCCCCOc2ccc3ccccc3c2)c(OC)c1 | 17%
COc1ccc(/C=C/c2nc3ccccc3c(=O)[nH]2)cc1 | 2%

Additional entries
SMILES | RNase H inhibition
Cc1ccc(N2C(=O)C3C4CC(=O)C(c5ccccc54)C3C2=O)cc1 (stereo unspecified) | 12%
CC1(O)c2ccccc2C(=O)N1Cc1ccccc1 (stereo unspecified) | 29%
CN(C)C(=S)S/C=C/C(=O)c1ccc(Cl)cc1 | 3%
Cc1ccccc1C1C2=C(CC(C)(C)CC2=O)NC2=C1C(=O)CC(C)(C)C2 | 0%
CC(=O)c1ccc2c(c1)C1C=CCC1C(c1ccc(Cl)cc1)N2 (stereo unspecified) | 43%
O=C(NC(NC(=S)Nc1c(Cl)cccc1Cl)C(Cl)(Cl)Cl)c1cccc([N+](=O)[O-])c1 (stereo unspecified) | 20%
CN(C)Cn1c(O)c(N=NC(=O)c2cccnc2)c2ccccc21 | 18%
CCOC(=O)c1ccc(NC(=O)COc2ccc(Cl)cc2Br)cc1 | 13%
CCOC(=O)N1CCN(CC(O)COC2CC(C)CCC2C(C)C)CC1 (stereo unspecified) | 10%
CCOCCOC(=O)c1cccc(NC(=O)C(C(C)C)N2C(=O)c3ccccc3C2=O)c1 (stereo unspecified) | 0%

Structural class, those above with fluorine
SMILES | RNase H inhibition
OCCNCCCCCCOc1ccc(F)cc1 | 1%
Fc1ccc(NCc2ccc(OCc3ccccc3)cc2)cc1Cl | 3%
CCOC(=O)c1cnn2c(C(F)(F)F)cc(-c3ccc(OC)c(OC)c3)nc12 | 10%
COc1ccc(-n2c(O)c(C=NCc3ccc(F)cc3)c(=O)[nH]c2=O)cc1 | 3%
COC(=O)c1c(NC(=O)c2cccc(F)c2)sc2c1CCCCC2 | 7%
COc1ccc(/C=C2\SC(=S)N(c3cccc(F)c3)C2=O)c(OC)c1 | 14%
O=C(Nc1ccccn1)Nc1ccc(F)cc1F | 9%
Cc1ccc(CCSc2ccc(F)cc2)cn1 | 1%

(next part)
SMILES | RNase H inhibition
O=C(N/N=C/c1ccc(O)cc1)c1ccc(N2Cc3ccccc3C2)cc1 | 21%
CCN(Cc1ccccc1)C(=O)c1cccc([N+](=O)[O-])c1C | 0%
CCCCNCCCOc1ccc(Cl)c(C)c1 | 8%
COC(=O)c1c(NC(=O)c2cccnc2)sc2c1CCC2 | 32%
O=c1[nH]c2sc3c(c2c(=O)n1-c1ccc(Cl)c(Cl)c1)CCC3 | 41%
OCCn1c2ccccc2c2cc(Cl)ccc21 | 15%
Cc1cccc(C(=O)NN/C=C/C(=O)c2ccccc2)c1 | 10%
Cc1ccc(C(=O)O/C(=C/c2nc3ccccc3n2CC(C)C)c2ccc(C)cc2)cc1 | 10%
COc1ccc(Nc2nc(NCc3ccco3)nc(N/N=C/c3cn(Cc4ccc(Cl)cc4)c4ccccc34)n2)cc1 | 26%
CS(=O)(=O)N(Cc1ccccc1)c1ccc(C(=O)Nc2ccc(OCc3ccccc3)cc2)cc1 | 36%
CCOc1ccc(/C=C2\C(=O)NC(=O)N(c3ccc(Br)cc3)C2=O)cc1 | 10%
CC1(C)CC(=NCCN=C2CC(C)(C)NC(C)(C)C2)CC(C)(C)N1 | 6%
CCOC(=O)C1=C(C)NC2=C(C(=O)CC(c3ccc(Cl)cc3)C2)C1c1ccc(OC)cc1 (stereo unspecified) | 6%
COc1ccc(C(=O)/C=C/Nc2ccc(Cl)cc2[N+](=O)[O-])cc1 | 9%
COc1cc(-c2ccc(NC(=O)c3ccc(F)cc3)c(OC)c2)ccc1NC(=O)c1ccc(F)cc1 | 4%
O=C(Nc1ccccc1)c1ccc(NC(=O)c2cccs2)cc1 | 8%
CCCn1c(O)c(N=NC(=O)C2COc3cc4ccccc4cc3O2)c2ccccc21 (stereo unspecified) | 34%
Cc1ccc(NC(=O)C(C)SCc2ccccc2)c(C)c1 (stereo unspecified) | 13%
Cc1cc(C)cc(N(CC(=O)N2CCCCCC2)S(=O)(=O)c2ccccc2)c1 | 1%
N=C1/C(=C/c2ccc(-c3cccc(C(=O)O)c3)o2)C(=O)N=C2SC(c3ccccc3)=NN12 | 19%
COC(=O)c1c(-c2ccc(OC)c(OC)c2)csc1N | 2%
O=C(NC(=S)Nc1ccc2c3c(cccc13)CC2)c1cccc(F)c1 | 8%
Cc1ccc(/C(O)=C2\C(=O)C(=O)N(CCCC(=O)O)C2/C=C/c2ccccc2)cc1 (stereo unspecified) | 7%
O=S1(=O)NC(=NCCCCO)c2ccccc21 | 0%
O=C(COc1ccc(Br)cc1)Nc1cccc(I)c1 | 15%
CCCCCCN1C=CC(=C2C(=O)c3ccccc3C2=O)C=C1 | 17%
Cc1cccc(N2C(=O)/C(=C/c3ccc([N+](=O)[O-])s3)C(=O)NC2=S)c1 | 17%
C=CCNC(=O)C(=O)Nc1cccc(Cl)c1 | 4%
CC1(CC(=O)N/N=C/c2c3ccccc3cc3ccccc23)OCCCO1 | 34%
CCOc1ccc(C(=O)Nc2ccc(C(C)=O)cc2)cc1[N+](=O)[O-] | 5%
CCOc1cc(C2NC(=S)NC(C)=C2C(=O)OC)cc(Cl)c1O (stereo unspecified) | 8%
CN(C)CCOC(=O)c1ccccc1 | 1%
CC(=O)c1cccc(NC(=O)CC2S/C(=N\N=C\c3ccccc3)NC2=O)c1 (stereo unspecified) | 8%
N#Cc1c2c(c(Nc3ccc(Br)cc3)n3c1nc1ccccc13)CCC2 | 39%
Cn1ccnc1SCC(=O)n1c2c(c3ccccc31)CCCC2 | 0%
O=C(N/N=C/c1c(Cl)cccc1Cl)c1ccc(O)cc1O | 2%
[O-]/[N+](=C\c1ccccc1)C1CCCCC1/[N+]([O-])=C/c1ccccc1 (stereo unspecified) | 0%
O=C(N/N=C/c1ccc([N+](=O)[O-])cc1)c1cc(-c2ccc(Cl)cc2)n[nH]1 | 27%
CCN1C(=O)/C(=C\c2cn(Cc3ccccc3Cl)c3ccccc23)SC1=S | 19%
CCc1ccc2oc(-c3cc(NC(=S)NC(=O)c4ccccc4OC)ccc3Cl)nc2c1 | 14%
O=C1N=C(N2CCCCC2)S/C1=C\c1ccc(F)cc1 | 4%
C=CCC1(N(C(C)=O)c2ccccc2C)CCCCC1 | 5%
O=C(/C=C/c1ccc(Cl)cc1)NCCc1ccccc1 | 0%
CCc1nnc(NC(=O)c2ccc(Br)o2)s1 | 1%
CN(Cc1ccccc1)C(=O)Nc1ccccc1 | 0%
Cc1cccc(NC(=O)/C(=C\c2cccs2)NC(=O)c2ccccc2)c1 | 6%
CC1=C(C(=O)OCc2ccccc2)C(c2cccc(F)c2)C(C#N)=C(N)O1 (stereo unspecified) | 19%
